Screening data as filed in PubChem BioAssay.
MEX-5 binding = MEX-5 zinc finger RNA-binding disruptors – biochemical, C. elegans, fluorescence polarization, MLPCN library, primary screen | 0.38% of 300,000 active | activity score (negative = inhibition of binding), % at 10 µM | Zinc finger protein mex-5 (Caenorhabditis elegans), Q9XUB2 | MEX-5/FITC-TCR2 RNA binding; hits give low values;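 active means inhibition past about -25% in most replicates, and total fluorescence under double the plate's negative control median, limit read from the data; inconclusive means replicates evenly split on the limit, or fluorescence at least double controls; inactive means too little inhibition in most replicates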;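 further: 0% = DMSO and -100% = 5 µM competing unlabeled TCR2 RNA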
GRK2 aptamer HTS = compounds blocking aptamer binding on GRK2 – biochemical, human GRK2, bead flow cytometry, HTS, primary screen; AID 488847, 2010; FAM-aptamer displacement from GRK2; 0.59% of 330,000 active; inhibition of aptamer binding, % at 10 µM;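 active means inhibition of aptamer binding above 40%, roughly 3 SD of noise, on plates passing a quality check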;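 further: median bead fluorescence of bound FAM aptamer so fluorescent compounds give negative values; no value below 0 was filed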
MCL1-BIM inh = inhibitors of MCL1 binding to BIM-BH3, primary screen, biochemical, fluorescence polarization; Induced myeloid leukemia cell differentiation protein Mcl-1 (Homo sapiens), Q07820; GST-MCL1 / FITC-Bim-BH3 fluorescence polarization; inhibition, % at 10.9 µM; 0.68% of 320,000 active;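 active means inhibition above the mean inhibition of all tested compounds plus 3 SD, set per campaign, cut at about 40% in these data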;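 further: 0% = DMSO wells and 100% = unlabeled Bim-BH3 peptide control; higher means more loss of mP so more displacement of Bim peptide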
Target sequence (Q07820 whole entry, looked up): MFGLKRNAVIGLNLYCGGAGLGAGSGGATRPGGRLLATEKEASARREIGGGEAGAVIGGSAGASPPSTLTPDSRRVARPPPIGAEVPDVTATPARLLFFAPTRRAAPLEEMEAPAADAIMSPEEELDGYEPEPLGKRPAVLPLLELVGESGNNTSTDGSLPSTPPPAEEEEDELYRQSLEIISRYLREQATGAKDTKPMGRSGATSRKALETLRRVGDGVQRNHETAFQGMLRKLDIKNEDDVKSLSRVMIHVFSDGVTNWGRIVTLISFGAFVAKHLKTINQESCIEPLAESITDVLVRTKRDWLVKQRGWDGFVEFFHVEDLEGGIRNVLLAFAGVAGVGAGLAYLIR
AGP1 TOR yeast = modulators of AGP1-GFP expression in yeast TOR pathway, primary screen, cell-based, multiplex flow cytometry, S. cerevisiae, MLPCN library; AID 2066, 2009; GFP response vs DMSO, % at 10 µM; 3 h; GFP as percent of DMSO wells; 0.02% of 320,000 active;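 active means GFP response relative to DMSO above a set limit, near screen average plus 3 SD, cut at about 150% in these data; inconclusive means fewer than 70 cells counted for the yeast strain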;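 further: median GFP channel fluorescence of the gated AGP1 strain per well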
Fam108B inh = mouse Fam108B serine hydrolase inhibitors, primary screen, counter-screen for RBBP9 inhibitor project, biochemical, fluorescence polarization; 0.33% of 300,000 active; inhibition, % at 9.51 µM; AID 1947, 2009; recombinant Fam108B, FP-Rh probe fluorescence polarization;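 active means inhibition above the screen mean inhibition plus 3 SD, computed separately per campaign, cut at about 18% in these data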;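 further: inhibitors lower polarization as less probe binds the enzyme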
GLD-1 TGE inh = GLD-1/TGE RNA complex disruptors, primary screen, biochemical, fluorescence polarization; inhibition, % at 5.96 µM; 0.44% of 320,000 active; purified GLD-1 + fluorescein TGE RNA; Female germline-specific tumor suppressor gld-1 (Caenorhabditis elegans), Q17339;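 active means percent inhibition above a per-plate cutoff, the plate mean of test compounds plus 3 SD, cut at about 30% in these data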;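 further: 0% = DMSO wells with GLD-1 and probe and 100% = wells lacking GLD-1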
Target sequence (Q17339 whole entry, looked up): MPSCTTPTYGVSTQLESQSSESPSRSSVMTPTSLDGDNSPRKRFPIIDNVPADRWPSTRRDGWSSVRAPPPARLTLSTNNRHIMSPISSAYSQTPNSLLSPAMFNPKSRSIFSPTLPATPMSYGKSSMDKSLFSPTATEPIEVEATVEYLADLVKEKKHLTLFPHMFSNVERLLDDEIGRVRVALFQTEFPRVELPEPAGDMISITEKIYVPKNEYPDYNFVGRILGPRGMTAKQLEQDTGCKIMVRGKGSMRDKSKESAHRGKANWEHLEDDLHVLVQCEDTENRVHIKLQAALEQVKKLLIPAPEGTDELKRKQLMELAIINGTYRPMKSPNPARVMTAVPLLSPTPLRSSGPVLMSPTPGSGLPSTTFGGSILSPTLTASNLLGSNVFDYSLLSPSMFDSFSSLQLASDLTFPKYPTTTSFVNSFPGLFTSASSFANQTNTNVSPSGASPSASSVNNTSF
VLA-4 inh = inhibition in human VLA-4 binding assay, primary screen, VLA-4 allosteric modulator project, MLPCN library, flow cytometry, VLA-4 expressing cells | AID 2557, 2010 | 0.2% of 330,000 active | ligand binding flow cytometry | Integrin alpha-4 (Homo sapiens), P13612 | inhibition, % (about 7 µM as worked out from the volumes in the protocol); in the data active means inhibition above about 50%
Bcl-xL primary = inhibitors of human Bcl-xL, primary screen, biochemical, fluorescence polarization, HTS. Bcl-2-like protein 1 (Homo sapiens), Q07817. GST-Bcl-xL / FITC-Bim BH3 peptide fluorescence polarization. inhibition, % at 10.9 µM. 0.7% of 320,000 active;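 active means inhibition above the mean of all tested compounds plus 3 SD, cutoff set per campaign, cut at about 30% in these data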;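 further: 0% = DMSO wells and 100% = unlabeled Bim-BH3 peptide competitor; inhibitors lower millipolarization by displacing the labeled peptide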
Target sequence (Q07817 whole entry, looked up): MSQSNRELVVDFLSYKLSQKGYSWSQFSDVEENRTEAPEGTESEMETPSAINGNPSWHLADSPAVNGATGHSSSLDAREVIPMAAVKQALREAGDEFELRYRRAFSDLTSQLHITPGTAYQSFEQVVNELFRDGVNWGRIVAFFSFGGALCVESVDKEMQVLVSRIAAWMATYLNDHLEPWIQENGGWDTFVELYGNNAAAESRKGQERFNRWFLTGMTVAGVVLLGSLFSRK
CIT2-GFP yeast = modulators of CIT2-GFP expression in yeast, primary screen, S. cerevisiae, GFP fusion, multiplex flow cytometry, MLPCN library; S. cerevisiae CIT2-GFP strain, 3 h; 100 means same as DMSO wells; GFP response vs DMSO, % at 10 µM; 0.065% of 320,000 active;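 active means GFP response relative to DMSO above a set limit, near the screen mean plus 3 SD, cut at about 150% in these data; inconclusive means Fewer than 70 cells measured for a yeast strain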;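 further: ratio of well median GFP fluorescence to mean of DMSO wells on the plate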
* = called active by the depositor; ? = inconclusive; . = not tested or not shown; [ ] = another dose, or the depositor's remark.

(1) CCN(CC(=O)Nc1cc(Cl)ccc1C)C(=O)Cc1sc(C)nc1-c1ccc(F)cc1
(2) CCCc1ccc(S(=O)(=O)Nc2ccc(C)c(NS(C)(=O)=O)c2)cc1
(3) O=C(Cn1nc(Cc2ccncc2)c2ccccc2c1=O)N1CCN(C(=O)c2ccco2)CC1
(4) CC(C)CC(=O)Nc1cc(NC(=O)CC(C)C)cc(C(=O)NC(C)(C)C)c1
(5) Cc1cc(SC(C)C(=O)Nc2c(C)n(C)n(-c3ccccc3)c2=O)nc2ccccc12 (centres undefined)
(6) CCc1cc2c(CN3CCN(Cc4ccccc4)CC3)cc(=O)oc2cc1O
(7) CCC(C)(C)n1nnnc1C(c1ccc(C)cc1)N1CCC(C)CC1 (centres undefined)
(8) Cn1cccc1Cc1nnc(SCC(=O)NC2CCCCC2)n1CCc1ccccc1

assay / entry	1	2	3	4	5	6	7	8
MEX-5 binding	0.3	-1.8	-1.5	0.9	0.2	-0.9	0.0	17.5
GRK2 aptamer HTS	0.0	5.0	0.0	0.0	1.0	0.0	27.0	0.0
MCL1-BIM inh	-6.2	-5.6	1.1	-15.1	14.2	.	-3.7	5.3
AGP1 TOR yeast	99.4	103.8	102.2	105.3	90.3	99.6	102.2	109.2
Fam108B inh	-4.7	3.1	-3.9	5.4	-4.3	.	0.5	-1.6
GLD-1 TGE inh	6.7	8.1	5.3	7.4	0.1	.	4.2	-2.6
VLA-4 inh	-6.1	-13.9	-33.5	-12.3	-7.2	-8.4	3.9	-11.7
Bcl-xL primary	-0.4	3.6	0.9	1.0	11.7	.	9.6	1.9
CIT2-GFP yeast	91.1	101.8	103.9	112.2	95.0	101.0	107.2	101.5

(9) C#CC1(NC(=O)N(C)C)CCCCC1
(10) C/C(=C\C(=O)c1ccc(Br)cc1)NCc1ccccc1
(11) CC(C)(C)c1ccc(-c2n[nH]c(=S)n2C2CCCC2)cc1
(12) COC(=O)C(C)N(C(=O)c1cccc(Cl)c1)c1c(C)cccc1C (centres undefined)
(13) CCOC(=O)C1CCN(Cc2cc(=O)oc3cc(C)c(Cl)cc23)CC1
(14) Fc1ccccc1N1CCN(C(c2ccccn2)c2nnnn2C2CCCCC2)CC1 (centres undefined)
(15) CC(NC(=O)C1CCC(CNc2c(N3CCOCC3)c(=O)c2=O)CC1)c1ccccc1 (centres undefined)
(16) Cc1ccc2c(c1)N(C(=O)CCC(=O)NCc1ccccn1)CC(C)O2 (centres undefined)

assay / entry	9	10	11	12	13	14	15	16
MEX-5 binding	1.0	2.5	1.2	-0.3	1.1	-0.7	0.8	-0.8
GRK2 aptamer HTS	1.0	0.0	0.0	1.0	0.0	0.0	0.0	2.0
MCL1-BIM inh	5.1	-2.3	-0.3	8.1	-4.8	12.4	-3.2	7.3
AGP1 TOR yeast	109.1	103.2	90.5	99.0	93.4	106.7	103.8	98.1
Fam108B inh	-1.0	0.0	2.5	-0.1	1.6	-1.0	0.5	-1.7
GLD-1 TGE inh	5.4	3.5	0.7	-2.0	-8.6	7.1	1.9	3.1
VLA-4 inh	1.9	-0.2	-0.4	-12.7	-12.2	-1.7	5.9	10.7
Bcl-xL primary	10.8	2.5	-13.6	4.0	2.1	12.0	2.1	2.9
CIT2-GFP yeast	114.2	93.7	92.3	100.5	95.2	102.0	101.8	101.6

(17) O=C(O)c1cccc(N2C(=O)/C(=C/c3ccc([N+](=O)[O-])cc3)C=C2c2ccccc2)c1
(18) Nc1ccc2oc(CCc3ccccc3)nc2c1
(19) CCn1cc([N+](=O)[O-])c(C(=O)N2N=C3/C(=C/c4cccs4)CCCC3C2c2cccs2)n1 (centres undefined)
(20) Cn1c(NC(=O)c2ccccc2)c(-c2cccs2)c(=O)c2ccccc21
(21) CCCOc1ccc(/C(O)=C2/C(=O)C(=O)N(c3ccccn3)C2c2ccc(OC)cc2)cc1C (centres undefined)
(22) CN(C(=O)c1ccccc1Cl)C1CCCCC1
(23) CCC(C)(C)n1nnnc1C(c1ccc(F)cc1)N1CCC(C(N)=O)CC1 (centres undefined)
(24) CC1(C)Cc2c(cnn2-c2cccc(F)c2)C(NC(=O)CSc2ccncc2)C1 (centres undefined)

assay / entry	17	18	19	20	21	22	23	24
MEX-5 binding	0.6	2.9	-0.7	-0.6	-7.6	.	-0.3	-2.0
GRK2 aptamer HTS	7.0	2.0	3.0	0.0	3.0	1.0	0.0	0.0
MCL1-BIM inh	-22.3	1.9	0.0	1.3	0.6	5.2	6.3	-0.5
AGP1 TOR yeast	106.7	100.3	100.5	.	96.9	92.2	82.3	93.9
Fam108B inh	0.3	4.8	0.4	-3.4	3.6	-5.2	-4.4	0.4
GLD-1 TGE inh	2.0	7.0	5.5	-0.7	7.7	3.9	4.9	4.5
VLA-4 inh	-88.1	1.1	-2.4	1.5	-7.9	-1.2	0.0	18.1
Bcl-xL primary	2.9	4.1	0.7	5.5	4.6	1.7	4.9	-0.8
CIT2-GFP yeast	98.9	101.2	107.1	90.2	92.1	88.0	99.0	91.2

Brought forward from above: three entries; new compounds follow.
(22) CN(C(=O)c1ccccc1Cl)C1CCCCC1
(23) CCC(C)(C)n1nnnc1C(c1ccc(F)cc1)N1CCC(C(N)=O)CC1 (centres undefined)
(24) CC1(C)Cc2c(cnn2-c2cccc(F)c2)C(NC(=O)CSc2ccncc2)C1 (centres undefined)
(25) Cc1ccc(OCCCCc2c(C)n[nH]c2C)cc1
(26) CSc1ccccc1NC(=O)CN(C)Cc1c(O)ccc2ccccc12
(27) COc1ccc(/C=N\NC(=O)c2ccccc2Br)cc1COc1ccc(F)cc1
(28) Cc1cc(C(=O)NNC(=O)c2cccc([N+](=O)[O-])c2)n[nH]1
(29) O=C(CSc1nnc(-c2ccc(Br)o2)n1Cc1ccccc1)c1ccccc1F
(30) Cc1cccc(NC(=O)CN(CC2CCCO2)C(=O)c2oc3ccccc3c2C)c1C (centres undefined)
(31) CSc1ccccc1NC(=O)Nc1cccc(Cl)c1C
(32) CCOC(=O)CSc1nnc(-c2ccco2)n1-c1ccccc1

assay / entry	22	23	24	25	26	27	28	29	30	31	32
MEX-5 binding	.	-0.3	-2.0	-1.4	0.9	2.9	.	-1.6	.	0.3	0.0
GRK2 aptamer HTS	1.0	0.0	0.0	3.0	0.0	0.0	3.0	0.0	0.0	0.0	7.0
MCL1-BIM inh	5.2	6.3	-0.5	4.8	9.6	7.1	10.3	-2.4	-3.5	-10.2	1.0
AGP1 TOR yeast	92.2	82.3	93.9	96.7	96.6	94.2	95.0	102.2	106.9	98.5	104.8
Fam108B inh	-5.2	-4.4	0.4	7.2	0.8	1.4	.	-1.2	.	-8.1	0.8
GLD-1 TGE inh	3.9	4.9	4.5	-2.9	1.5	-6.0	-0.8	-0.1	-0.2	5.8	-5.1
VLA-4 inh	-1.2	0.0	18.1	7.0	-2.5	-20.6	16.1	0.8	17.3	17.6	-4.7
Bcl-xL primary	1.7	4.9	-0.8	3.1	8.7	4.4	0.2	-7.0	3.0	-1.0	1.5
CIT2-GFP yeast	88.0	99.0	91.2	96.0	107.6	98.5	99.2	102.1	99.2	99.7	102.4

(33) COc1ccc2c(COC(=O)CC3Sc4ccccc4NC3=O)cc(=O)oc2c1 (centres undefined)
(34) COc1ccc(C2c3c(nc[nH]c3=O)Oc3nc[nH]c(=O)c32)cc1
(35) COc1cccc(-n2c(Cc3cc(=O)[nH]c(=O)[nH]3)nnc2SCC(=O)NC2CCCCC2)c1
(36) Cc1ccc(NC(=O)c2ccc(CSc3nnc(-c4ccncc4)n3C)cc2)cc1
(37) CCCCC(=O)Nc1ccnc(-c2cccnc2)n1
(38) O=C(NCCc1nnc2ccc(NCCCN3CCOCC3)nn12)c1ccccc1F
(39) CCn1cc(C(=O)NC(=S)Nc2ccccc2Br)cn1
(40) CCN(CC)C(=O)C1CCCN(C(=O)c2oc3ccc(C)cc3c2C)C1 (centres undefined)

assay / entry	33	34	35	36	37	38	39	40
MEX-5 binding	5.2	5.1	.	-0.2	-0.7	0.4	-1.3	-6.9
GRK2 aptamer HTS	2.0	0.0	9.0	0.0	0.0	0.0	1.0	1.0
MCL1-BIM inh	-9.1	3.7	4.9	7.8	-0.8	-5.6	11.3	-4.6
AGP1 TOR yeast	103.9	103.2	104.3	100.2	100.9	112.8	95.5	98.6[may fluoresce green]
Fam108B inh	-1.4	3.0	2.4	-4.3	-0.2	-0.9	-2.7	-0.9
GLD-1 TGE inh	2.6	-0.4	6.0	-3.1	0.8	0.6	3.8	2.5
VLA-4 inh	0.9	18.5	-6.0	-8.0	8.2	7.1	-20.7	15.8
Bcl-xL primary	-0.1	4.7	1.8	3.8	0.8	0.8	8.6	-2.1
CIT2-GFP yeast	101.4	107.8	101.3	100.9	98.8	111.0	90.1	100.2[may fluoresce green]

(41) CCN(CC)C(=O)c1cc2c(=O)c3cc(F)ccc3oc2nc1C
(42) CC(C)(C)c1cc2cccnc2n1Cc1cccc(Cl)c1
(43) COC(=O)c1sccc1NC(=O)c1ccc(C)s1
(44) Cc1c(OC(C)C(=O)O)ccc2c3c(c(=O)oc12)CCCC3 (centres undefined)
(45) Cn1cc(CC(=O)NCCCN2CCOCC2)c2ccccc21
(46) CC1CC(C)CN(c2nc(NCc3ccco3)nc(N)c2[N+](=O)[O-])C1 (centres undefined)
(47) CCOCCCNC(=O)c1ccc(/C=C2\Oc3ccccc3N(C)C2=O)cc1
(48) COc1ccc(OC)c(-c2nnc(-c3ccc(C)o3)o2)c1
(49) Cc1nc(C)c(C(=O)Nc2ccccc2-c2ccccc2)o1
(50) CCOc1ccc(C(CCc2ccccc2)NC(=O)c2ccccc2)cc1OCC (centres undefined)
(51) O=C(NC(=S)Nc1ccc(Br)cn1)c1cccnc1

assay / entry	41	42	43	44	45	46	47	48	49	50	51
MEX-5 binding	0.7	-0.2	?	-0.7	-0.5	-0.6	1.4	1.6	-1.5	-0.9	0.8
GRK2 aptamer HTS	0.0	1.0	14.0	2.0	0.0	0.0	4.0	0.0	0.0	0.0	5.0
MCL1-BIM inh	-2.8	0.7	-11.6	-0.5	1.7	6.3	-1.2	4.7	15.9	-0.6	9.2
AGP1 TOR yeast	108.8	103.3	94.4	97.8	94.1	87.0[may fluoresce red]	95.0	85.4	96.8	107.7	.
Fam108B inh	-0.7	-1.7	-1.5	-5.6	-0.5	2.1	2.2	-1.6	0.3	0.0	3.0
GLD-1 TGE inh	1.8	-2.3	-5.8	-1.0	2.2	1.0	-5.1	0.2	-6.7	5.0	-0.4
VLA-4 inh	-9.2	-8.2	12.2	1.1	-10.5	-3.1	19.3	-7.3	-8.9	8.6	1.2
Bcl-xL primary	7.6	5.4	-3.8	-2.2	-2.3	1.8	-0.9	4.1	2.8	2.8	9.1
CIT2-GFP yeast	105.4	106.6	95.8	97.2	94.5	94.8[may fluoresce red]	100.2	90.3	105.7	.	.
